# Pf apPOL inh – Pf-apPOL DNA polymerase inhibition; inhibition, % at 10 µM; Recombinant Pf-apPOL, molecular beacon fluorescence, 1.5 h; 210,000 tested, 0.25% active
# mHTT-CaM PPI inh – mHTT-calmodulin interaction abrogation; inhibition, % at 15 µM; P42858; AID 1671202; 190,000 tested, 3.6% active; AlphaScreen His-mHTT/GST-CaM binding, luminescence;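 also: 0% = both proteins with DMSO and 100% = one protein alone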
# Target sequence (P42858 whole entry, looked up, stated change not applied): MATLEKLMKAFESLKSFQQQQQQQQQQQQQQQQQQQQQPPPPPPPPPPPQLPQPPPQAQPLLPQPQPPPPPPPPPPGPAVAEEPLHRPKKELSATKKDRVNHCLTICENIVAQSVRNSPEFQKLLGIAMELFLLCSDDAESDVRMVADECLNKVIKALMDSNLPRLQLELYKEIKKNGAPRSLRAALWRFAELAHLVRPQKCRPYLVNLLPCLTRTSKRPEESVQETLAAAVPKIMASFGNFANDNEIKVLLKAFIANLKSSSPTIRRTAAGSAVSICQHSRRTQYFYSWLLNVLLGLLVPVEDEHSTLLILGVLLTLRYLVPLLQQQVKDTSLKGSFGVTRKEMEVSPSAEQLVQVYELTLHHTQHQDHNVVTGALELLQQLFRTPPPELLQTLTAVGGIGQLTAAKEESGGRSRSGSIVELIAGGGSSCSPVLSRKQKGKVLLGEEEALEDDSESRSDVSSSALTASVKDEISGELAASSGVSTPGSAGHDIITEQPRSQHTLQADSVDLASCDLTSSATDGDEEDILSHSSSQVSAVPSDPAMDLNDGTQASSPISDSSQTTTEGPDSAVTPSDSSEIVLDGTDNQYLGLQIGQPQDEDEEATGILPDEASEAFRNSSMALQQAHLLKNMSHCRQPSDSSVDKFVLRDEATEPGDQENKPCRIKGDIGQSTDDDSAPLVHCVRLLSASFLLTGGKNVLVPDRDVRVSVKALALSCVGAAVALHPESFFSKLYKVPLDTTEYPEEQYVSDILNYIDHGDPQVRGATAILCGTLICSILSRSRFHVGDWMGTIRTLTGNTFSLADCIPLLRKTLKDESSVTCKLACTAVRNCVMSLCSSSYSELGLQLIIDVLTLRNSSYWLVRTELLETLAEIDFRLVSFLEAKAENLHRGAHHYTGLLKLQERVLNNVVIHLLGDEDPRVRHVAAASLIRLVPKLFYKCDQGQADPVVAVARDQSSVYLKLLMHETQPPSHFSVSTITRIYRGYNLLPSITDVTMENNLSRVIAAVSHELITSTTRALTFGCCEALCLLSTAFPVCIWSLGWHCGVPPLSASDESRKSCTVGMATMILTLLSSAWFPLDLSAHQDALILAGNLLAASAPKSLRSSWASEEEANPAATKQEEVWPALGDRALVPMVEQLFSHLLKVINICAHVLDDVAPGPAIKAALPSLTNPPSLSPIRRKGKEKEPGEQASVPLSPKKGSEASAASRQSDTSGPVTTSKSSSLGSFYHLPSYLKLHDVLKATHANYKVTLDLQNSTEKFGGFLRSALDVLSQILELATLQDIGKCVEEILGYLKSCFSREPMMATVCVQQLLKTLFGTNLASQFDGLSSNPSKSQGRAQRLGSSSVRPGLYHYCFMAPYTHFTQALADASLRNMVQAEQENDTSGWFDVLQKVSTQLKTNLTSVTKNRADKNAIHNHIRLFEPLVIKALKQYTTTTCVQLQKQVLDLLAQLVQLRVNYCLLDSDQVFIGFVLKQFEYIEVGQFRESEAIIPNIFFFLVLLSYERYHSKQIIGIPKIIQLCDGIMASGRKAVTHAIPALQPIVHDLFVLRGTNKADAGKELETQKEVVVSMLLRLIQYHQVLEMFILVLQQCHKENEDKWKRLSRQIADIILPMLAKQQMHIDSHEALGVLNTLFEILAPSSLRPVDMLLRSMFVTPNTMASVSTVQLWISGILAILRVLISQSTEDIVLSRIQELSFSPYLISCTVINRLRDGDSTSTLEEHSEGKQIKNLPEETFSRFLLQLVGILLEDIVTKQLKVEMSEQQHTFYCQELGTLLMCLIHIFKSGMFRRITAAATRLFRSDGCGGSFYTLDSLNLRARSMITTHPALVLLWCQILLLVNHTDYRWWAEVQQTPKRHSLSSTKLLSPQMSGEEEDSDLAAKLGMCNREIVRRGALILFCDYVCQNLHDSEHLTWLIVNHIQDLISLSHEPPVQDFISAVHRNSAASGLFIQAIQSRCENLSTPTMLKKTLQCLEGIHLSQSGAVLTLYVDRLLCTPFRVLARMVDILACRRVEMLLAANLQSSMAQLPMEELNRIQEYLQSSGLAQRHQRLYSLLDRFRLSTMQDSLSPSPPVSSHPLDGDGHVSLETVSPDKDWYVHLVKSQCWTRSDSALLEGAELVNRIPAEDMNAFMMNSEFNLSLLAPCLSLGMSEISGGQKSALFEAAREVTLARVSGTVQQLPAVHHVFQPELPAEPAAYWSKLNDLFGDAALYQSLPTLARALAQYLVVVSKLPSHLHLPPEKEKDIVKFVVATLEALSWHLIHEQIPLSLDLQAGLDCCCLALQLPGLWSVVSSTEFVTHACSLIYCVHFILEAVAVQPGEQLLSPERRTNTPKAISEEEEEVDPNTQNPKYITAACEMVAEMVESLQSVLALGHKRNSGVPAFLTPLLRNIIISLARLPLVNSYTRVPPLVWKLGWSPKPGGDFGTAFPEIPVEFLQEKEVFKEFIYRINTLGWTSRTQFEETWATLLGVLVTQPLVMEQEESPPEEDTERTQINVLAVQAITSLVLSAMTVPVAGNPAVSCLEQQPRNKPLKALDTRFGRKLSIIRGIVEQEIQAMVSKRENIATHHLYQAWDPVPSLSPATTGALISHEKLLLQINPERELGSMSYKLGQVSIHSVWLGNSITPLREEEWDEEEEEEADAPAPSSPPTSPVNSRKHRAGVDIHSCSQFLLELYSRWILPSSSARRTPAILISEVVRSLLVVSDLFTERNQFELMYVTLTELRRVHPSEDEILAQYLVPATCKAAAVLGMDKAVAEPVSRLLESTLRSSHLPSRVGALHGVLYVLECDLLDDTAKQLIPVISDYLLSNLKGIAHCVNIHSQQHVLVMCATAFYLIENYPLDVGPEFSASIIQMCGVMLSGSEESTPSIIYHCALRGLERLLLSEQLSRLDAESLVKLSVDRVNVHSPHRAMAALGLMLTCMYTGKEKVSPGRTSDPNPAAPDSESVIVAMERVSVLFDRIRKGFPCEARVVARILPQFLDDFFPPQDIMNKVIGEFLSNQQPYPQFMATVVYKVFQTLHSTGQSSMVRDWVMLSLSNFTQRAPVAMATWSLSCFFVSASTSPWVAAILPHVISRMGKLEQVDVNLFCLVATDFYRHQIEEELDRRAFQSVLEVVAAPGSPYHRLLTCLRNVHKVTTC
# * hit, by the source's call; · = no result given; & = joins results of further samples. Rule as the data show it: active = inhibition above about 50%; inactive = the rest. A portion of the library (hit frequency here may not be typical).
SMILES,Pf apPOL inh,mHTT-CaM PPI inh
Cc1ccc(F)cc1N1C(=O)CSC1c1ccccc1Br (configuration not stated),-4,-9
O=C(O)C1CCN(S(=O)(=O)C2CC2)CC1,-5,-7
O=C(Nc1cccc(C(F)(F)F)c1)c1cccc(Cl)c1Cl,-5,-49
Cc1nc(SCC(=O)Nc2nc3ccccc3s2)c(C#N)c(C)c1C,9,2
O=C(Nc1cccc(C(F)(F)F)c1)c1cnn2c1NC(c1ccco1)CC2C(F)(F)F (configuration not stated),-2,0
Cc1cc2c(N3CCCC(C(=O)NCCCN4CCN(C)CC4)C3)nccc2s1 (configuration not stated),-3,19
O=C(Nc1ccc(-c2ccccc2)cc1)c1ccco1,-1,-2
COc1ccc(NC(=O)COc2ccc(-c3ccccc3)cc2)cc1OC,5,8
CN1C(=O)C(O)(CC(=O)c2ccc3c(c2)Cc2ccccc2-3)c2ccccc21 (configuration not stated),6,33
Cn1nc(C(=O)NCc2ccccc2)c2c1CCN(C(=O)c1ccccc1)C2,1,36
Cc1cc(C)cc(N=Cc2ccc([N+](=O)[O-])cc2)c1,-1,6
CCCCNC(=O)c1cnn2c(C)c(Cc3c(C)cc(C)cc3C)c(C)nc12,-13,37
O=C(NC1CCCCCCC1)c1ccc(Br)o1,-8,-1
N#Cc1ccccc1NC(=O)CSc1nc(-c2cccs2)cc(C(F)(F)F)c1C#N,1,-5
CCC(=O)Nc1c(-c2cc(C)cc(C)c2)nc2ccccn12,-2,14
COc1cccc(CNC(=O)C(=O)Nc2cc(C)cc(C)c2)c1,-8&-7,-10&0
CC(=O)N1CCc2c(c(-c3nc(-c4ccc(F)cc4)no3)nn2C)C1,-3,-4
O=C(CSc1nc2ccccc2c(=O)n1-c1ccc2c(c1)OCO2)Nc1ccccc1Cl,-4,-5
CCC(=O)N1CCN(c2nc(C)nc3sc4c(c23)CCCC4)CC1,-3,12
Nc1cc(C2CCN(S(=O)(=O)c3ccc(F)c(F)c3)CC2)no1,-6,3
COc1cc(C2C(C(=O)Nc3cccc(C)n3)=C(C)NC3=C2C(=O)CC(C)(C)C3)ccc1O (configuration not stated),-4,0
O=c1oc(-c2ccco2)nc2c1cnn2-c1ccccc1,41,11
Cc1ccc(S(=O)(=O)NC2=NCN(C)CN2)cc1,-2,-3
COc1cc(C=O)ccc1OCCOc1ccc(Br)cc1Cl,-7,-2
c1ccc(N2CCN(c3ccccc3)C2c2ccco2)cc1,1,-32&-1
CCCCCCCCCCCCSC(=S)Nc1cccc(SC)c1,-1,·
O=S(=O)(c1ccc(Cl)cc1)c1nc(-c2ccco2)oc1NCCCn1ccnc1,-6,30
COc1ccc(OCC(=O)Nc2ccc([N+](=O)[O-])cc2Cl)cc1,-7,-1
CCc1nnc(NC(=O)CSc2nnc(COc3ccc(Cl)cc3Cl)o2)s1,-2,1
COc1cc(NC(=O)COc2c(C)cc(C)cc2[N+](=O)[O-])c(OC)cc1Cl,3,2

# Two entries from above in another layout.
# Screens in order – Pf apPOL inh, mHTT-CaM PPI inh
- COc1cccc(CNC(=O)C(=O)Nc2cc(C)cc(C)c2)c1
  -8&-7, -10&0
- CC(=O)N1CCc2c(c(-c3nc(-c4ccc(F)cc4)no3)nn2C)C1
  -3, -4

# The main list resumes, starting 6 compounds before the break.
SMILES,Pf apPOL inh,mHTT-CaM PPI inh
c1ccc(N2CCN(c3ccccc3)C2c2ccco2)cc1,1,-32&-1
CCCCCCCCCCCCSC(=S)Nc1cccc(SC)c1,-1,·
O=S(=O)(c1ccc(Cl)cc1)c1nc(-c2ccco2)oc1NCCCn1ccnc1,-6,30
COc1ccc(OCC(=O)Nc2ccc([N+](=O)[O-])cc2Cl)cc1,-7,-1
CCc1nnc(NC(=O)CSc2nnc(COc3ccc(Cl)cc3Cl)o2)s1,-2,1
COc1cc(NC(=O)COc2c(C)cc(C)cc2[N+](=O)[O-])c(OC)cc1Cl,3,2
CC(O)c1nc2ccc(Cc3ccc4nc(C(C)O)[nH]c4c3)cc2[nH]1 (configuration not stated),-4,2
Cc1cc(-c2ccsc2)n[nH]c1=O,0,·
COc1cc2[nH]c(=O)nc(NCc3ccccc3)c2cc1OC,-3,15
COC(=O)C(C)Oc1ccc2c(c1)OC(=Cc1cccc(OC)c1OC)C2=O (configuration not stated),-3,-4
COc1ccc(CC(=O)NCC2CCN(S(=O)(=O)C3CC3)CC2)cc1OC,-2,9
O=C(c1ccco1)N1CCN(C(=O)N(c2ccccc2)c2ccccc2)CC1,-7&0,-2&2
COc1ccc(NC(=O)c2cccc(-c3nc4cccnc4n3C)c2)cc1,2,15
COCCCn1cc(CN2CC(N3CCSCC3)CS2(=O)=O)nn1 (configuration not stated),-5,-8
COc1ccc(-c2[nH]ncc2C=NNc2cnc3ccccc3n2)cc1,-6,·
CCC(C)c1ccc(NC(=O)c2ccc([N+](=O)[O-])o2)cc1 (configuration not stated),-13,14
CCC(NS(=O)(=O)c1ccc(F)cc1)C(=O)O (configuration not stated),-6,-2
O=C(c1ccc(F)c(F)c1)N1CCC(COc2ccccc2C(=O)N2CCCC2)CC1,6,-1
COc1cccc(-c2cn3c(C(=O)Nc4ncccc4C)csc3n2)c1,-5,40
COC(=O)COc1ccc2c(c1)OC(=Cc1ccc(C)o1)C2=O,1,4
CN(C)c1ncncc1N1CCC(C(=O)N2CCCCC2)CC1,-1,-3
CCOc1ccc(N2C(=O)CC(NCCc3ccccc3)C2=O)cc1 (configuration not stated),-7,-5
CCOc1ccccc1CNC(=O)C1CCN(c2nnc(-c3ccc(C)cc3)o2)CC1,-5,-6
COc1ccc(-n2ncc3c(N4CCCC4)nc(C)nc32)cc1,5,-3
Cc1cccc(OCC(=O)Nc2nc3ccccc3s2)c1,-20,-5
COc1ccc2cc(C(=O)NCc3ccccc3)c(=Nc3ccc(C(=O)O)cc3)oc2c1,-2,14
CCC(C)NC(=O)CN1C(=O)/C(=C/c2ccccc2F)Sc2ccccc21 (configuration not stated),-4,-2
CCOc1ccc(OCCCOc2ccccc2C(C)=O)cc1,-5,-22
O=C(Cc1cccc2ccccc12)NC1CC(=O)N(c2ccccc2)C1 (configuration not stated),-19,3
c1ccc(-c2nc(Sc3nc(-c4ccccc4)nc4ccccc34)c3ccccc3n2)cc1,·,-6
Oc1ccccc1C(Nc1nccs1)c1ccc2cccnc2c1O (configuration not stated),-9,100*
O=C(Nc1ccccc1C1CC1)c1cccc(Cl)c1,-2,-23
O=C1CN(C(=O)C2CC2)C(c2ccccc2)c2cc(Br)ccc2N1 (configuration not stated),-4,10
COc1ccc(OC)c(C2C(C#N)=C(N)N(c3ncn[nH]3)C3=C2C(=O)CCC3)c1 (configuration not stated),-3,-5
O=C(Nc1cccc(N=Cc2cc(Br)ccc2O)c1)c1ccc(F)cc1,-6,28
O=C(c1cccs1)N1CCCN(c2nnc3ccc(Cl)cn23)CC1,-4,8

# Whole records, looked up by structure.
# Listed for `N#Cc1ccccc1NC(=O)CSc1nc(-c2cccs2)cc(C(F)(F)F)c1C#N` → Pf apPOL inh: 1; mHTT-CaM PPI inh: -5
# Listed for `Cc1cccc(OCC(=O)Nc2nc3ccccc3s2)c1` → Pf apPOL inh: -20; mHTT-CaM PPI inh: -5

# (list continues)
SMILES,Pf apPOL inh,mHTT-CaM PPI inh
OC1(C#CC#CC2(O)CCCCC2)CCCCC1,0,82*
CCOc1ccc(C2Oc3c(OC)cccc3C3CC(c4cccnc4)=NN32)cc1 (configuration not stated),-15,26
COc1cccc(CNC(=O)c2c(C)noc2-c2ccccc2Cl)c1,-5,2
CCCn1c(=N)c(C(=O)NC(C)c2ccccc2)cc2c(=O)n3ccccc3nc21 (configuration not stated),5,5
Cc1ccc(N2C(=O)CSC2c2cccnc2)cc1C (configuration not stated),4,-3
CCCC(=O)N1CCc2c(c(-c3nnc(SC)n3CC)nn2C)C1,-8,-2
COC(=O)c1c(-c2ccccc2)oc2c1C(OCCO)CCC2 (configuration not stated),-7,-1
CCN(Cc1cn(Cc2ccccc2)nn1)S(=O)(=O)c1ccc(F)cc1Br,-6,-8
COc1ccc(CNC(=O)N2CCCC3(C2)Nc2ccccc2NC3=NC(C)(C)C)cc1 (configuration not stated),6,19
O=C(NC1CCCCCCC1)c1ccc2c(c1)NC(=O)C1CCCCN21 (configuration not stated),3,5
O=[N+]([O-])c1ccc(OCCOc2cccc3cccnc23)cc1,0,2
Cc1cccc(C2=NN(c3ccccc3)[C@@H](C(=O)N3CCOC3=O)[C@@H]2c2ccc([N+](=O)[O-])cc2)c1,-4,54*
COc1ccccc1Nc1ncc2c(n1)CCN(Cc1ccc(OC(C)C)c(OC)c1)C2,-2,-6
COc1cc(C(=O)N2CCC(CC(=O)N3CCOCC3)CC2)cc(OC)c1OC,-1,-8
COc1cc(Nc2ncc3c(n2)CCN(Cc2ccc(OC(C)C)cc2)C3)cc(OC)c1,-1,-7

# Individual results from the list.
# Result of COc1cc(Nc2ncc3c(n2)CCN(Cc2ccc(OC(C)C)cc2)C3)cc(OC)c1 in Pf apPOL inh: -1
# Result of COc1ccc(CNC(=O)N2CCCC3(C2)Nc2ccccc2NC3=NC(C)(C)C)cc1 (configuration not stated) in mHTT-CaM PPI inh: 19

# (more compounds)
SMILES,Pf apPOL inh,mHTT-CaM PPI inh
Nc1nnc(SCc2ccc3c(c2)OCO3)s1,-19,-2
CCS(=O)(=O)N1CCN(Cc2cccc(F)c2)CC1,-1,-8
O=C1C(=O)N(c2ccccc2)C(c2cccc([N+](=O)[O-])c2)C1=C(O)c1ccccc1 (configuration not stated),4,10
CCOC(=O)c1ccc(Oc2c(C)oc3cc(O)ccc3c2=O)cc1,-3,0
CC(C)NC(=O)N(C)CC(=O)N1N=C(c2ccccc2F)CC1c1ccccc1F (configuration not stated),-3,23
N#Cc1ccccc1CSc1ncn[nH]1,-8,3
CC(=O)N1CCCC2(CC(c3ccccc3)=CO2)C1 (configuration not stated),-4,-8
O=C(NCC(O)C1CCCCC1)c1cccc2ccccc12 (configuration not stated),-3,-8
COc1ccc(OC)c(C=C2Oc3c(ccc(O)c3CN3CCOCC3)C2=O)c1,-2,-8
Cc1cc(Br)ccc1OCCn1ccnc1,-1,4
COc1ccc2nc(NC(=O)CC3(CC(=O)O)CCCCC3)sc2n1,5,·
Cc1ccccc1C1CC(c2ccc(Br)cc2)Nc2nnnn21 (configuration not stated),-3,19
CCOc1ccc(NC(=O)C2CCN(c3nccnc3Oc3ccccc3)CC2)cc1,2,2
CCCC1=NN(c2ccccc2)C(=O)/C1=C\c1cc(Cl)c(O)c(OC)c1,-6,66*
Cc1ccc(S(=O)(=O)Cc2nc(-c3cccc(C(F)(F)F)c3)no2)cc1,-13,-11
O=C(Nc1nc(-c2ccncc2)cs1)c1cccc(Cl)c1,-8,-1
N#CC1=C(SCC(N)=O)NC(=O)CC1c1cccs1 (configuration not stated),12,0
Cc1cc2nc(C(=O)Nc3cccc(F)c3)cc(C)n2n1,-5,-5
COc1ccc(C(=O)NCCC(=O)NC2CCCCC2C)cc1OC (configuration not stated),-4,3
COc1ccc(C)cc1NCc1ccccc1C,9,81*
COc1cc(Br)c(CCNC(=O)c2ccccc2)cc1OC,4,-5
CC(=O)OC1CCC2(C)C(=CCC3C2CCC2(C)C(C(C)=O)CCC32)C1 (configuration not stated),-1,-1
Cc1ccc(NC(=O)C2CC(=O)N(c3ccc4oc(C)nc4c3)C2)c(C)c1 (configuration not stated),-7,-3
COc1ccc(C(=O)NNS(=O)(=O)c2ccc(-c3ccccn3)s2)cc1OC1CCCC1,-12,·
Cc1ccc(NC(NC(=O)Nc2ccccc2)C(Cl)(Cl)Cl)cc1 (configuration not stated),-1,85*
CCc1cc2c(=O)c(-c3ccc4c(c3)OCCCO4)c(C)oc2cc1OCC#N,-3,-6
Brc1cccc(-c2cn3ccsc3n2)c1,1,3
O=C(CSc1nnc(NC(=O)Nc2ccccc2)s1)NCC1CCCO1 (configuration not stated),-3,-1
Cc1ccc2c(c1)NC(=O)c1cc(NC(=O)C3CC3)ccc1O2,-8,-3
Cc1ccc(NC(=O)N2CCc3cn(C)c4cccc(c34)C2)cc1C,-8,0
O=C1S/C(=C\c2cccs2)C(=O)N1Cc1ccc(Cl)cc1,0,9
COc1cc2[nH]c(=O)n(CCCC(=O)NCc3cccnc3)c(=O)c2cc1OC,6,2
O=C1N/C(=C\c2cn(Cc3ccc([N+](=O)[O-])cc3)c3ccccc23)C(=O)N1Cc1ccccc1F,-10,7
Cc1nn2c(c1C)n1nc(C)c(C)c1n1nc(C)c(C)c21,-5,-8
O=C(NCCc1ccccc1)c1ccccc1-c1nc2ccccc2[nH]1,-4,-2
CC(=O)N1CCN(c2ccc(C)cc2)C(=O)C1C (configuration not stated),2,-2
CCC1CCCCN1C(=O)Cn1nc([N+](=O)[O-])c(Cl)c1C (configuration not stated),4,-3
Cc1ccccc1C1CN(C(=O)C(C)C)CC1C(=O)NCC(C)C (configuration not stated),-5,-2
COc1ccc(N2CCN(C(=O)C3CC3)C(C)C2=O)cc1 (configuration not stated),-3,-8
COc1ccc(Cl)cc1NC(=O)c1cn2c(n1)COCC2,-3,12
O=C(NCc1ccccc1)O[C@@H]1C[C@H]2C[C@@H]1[C@H]1CCCCN1C2,-3,18
CCCCNC(=O)CC1CCN(C(=O)c2sc(-c3ccc(C)cc3)nc2C)CC1,-1,22
Cc1ccc(C(=O)Nc2ccc(N3CCCN(C(=O)C(C)C)CC3)nc2)cc1,-5,12
Fc1cccc(-c2noc(-c3ccc(N4CCCCCC4)nc3)n2)c1,-2,-4
CCC(CC)NCc1cc(Br)c(OC)cc1OC,-1,-6
O=C(CC1CCCCN1S(=O)(=O)c1ccc(Cl)cc1)NC1CCCC1 (configuration not stated),-5,-12
O=C(NC1CCCCC1NC(=O)c1ccc(F)cc1)c1ccc(F)cc1 (configuration not stated),-1,-5
Cc1ccc(NC(=O)COc2ccc(Cl)cc2Cl)cc1,-4,-25
Cc1nc2n(CC(=O)N3CCCCC3)c3ccccc3n2n1,-29,15
COc1cc(OC)cc(C(=O)Nc2nnc(C3CC(=O)N(c4ccccc4)C3)o2)c1 (configuration not stated),-4,12
Cc1ccc(-n2nc3c(c2NC(=O)C2CCCC2)CS(=O)(=O)C3)cc1,-3,6

# Source: PubChem BioAssay (University of Kansas High Throughput Screening Laboratory)
